b-catenin transl = beta-catenin nuclear translocation modulation. actives 0.3% (n = 190,000). AID 1665. HeLa beta-catenin nuclear translocation, immunofluorescence imaging. nuclear translocation activity, % at 5 µM;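 active = nuclear translocation activity above 50% at 5 µM, with a well cell count of 50 or more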;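 also: per-cell ratio of nuclear to cytoplasmic median beta-catenin stain intensity; plate controls were DMSO negative control for no effect and GSK-3 inhibitor IX positive control for full effect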
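Test system: human HeLa cells, endogenous beta-catenin. Times: 24 h compound exposure, 37°C. Measured by: beta-catenin immunofluorescence imaging with DAPI.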
WT yeast gro inh = growth inhibition of WT yeast, mitochondrial fusion screen; mitochondrial fusion phenotypic screen, WT strain; inhibition, % at 10 µM; actives 2.1% (n = 190,000); AID 1362; in the data active = inhibition above about 58%; tested in S. cerevisiae
NOD2 inhibition = NOD2 signaling inhibitors, cell-based, luminescence, uHTS, HEK293 (AID 1566); HEK293 NOD2/NF-kB luciferase reporter, luminescence; higher % means a stronger effect; inhibition, % at 4 µM; hits with a dose series show EC50 in µM; actives 0.63% (n = 290,000); in the data active = inhibition above about 50%; also: many of its hits are not listed in these tables
Lipid droplet = hepatic lipid droplet formation modulation | inhibition, % at 6.5 µM | AML12 mouse hepatocytes, oleate lipid droplets, BODIPY imaging | actives 0.4% (n = 240,000);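 active = lipid droplet intensity inhibited by at least 50%, with more than 500 cells counted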
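Material: mouse AML12 hepatocyte cell line, fixed after treatment; Timing: compound with oleate, overnight; Technique: high-content imaging of BODIPY-stained droplets and DAPI nuclei; Probe or stimulus: oleate, 100 µM final; Dosing: compound at 6.5 µM only.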
Autophagy HCS = alters autophagy in cells; MEF GFP-LC3 puncta imaging; test concentration mostly 10 µM; actives 0.98% (n = 190,000); calls only at 10 µM (by protocol); AID 463193;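 active = percentage of spot-positive cells more than 3 SD above its plate mean, without a fluorescence outlier flag or 80% toxicity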;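 also: spot-positive cell cutoff set from DMSO-treated cells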
MT stabilize HCS = stabilizes microtubules in HeLa cells; HeLa tubulin immunostaining HCS, 24 h; share of cells brighter than vehicle mean+2SD; % tubulin-high responders, % at 10 µM; actives 0.83% (n = 200,000); AID 2205;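 active = plate Z-score above 3 for both tubulin-high and condensed-nucleus cell shares, with cell loss under 80%, at 10 µM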;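 also: anti alpha tubulin signal scored within the nucleus-defined area of each cell; some results filed as inactive read as strong as hits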
Dynein cargo inh = blocks dynein driven cargo transport along microtubules; 3617.4 mouse cells, GR-EGFP nuclear translocation imaging; test concentration mostly 20 µM; stimulated with dexamethasone, 1 µM; active compounds read low; z-score, hits read low; actives 0.47% (n = 220,000);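 active = plate z-score of nuclear minus cytoplasmic receptor signal below a set negative limit, without overly bright fluorescence or cell loss, cut at about -3.5 in these data, passing the limit was not always enough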;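 also: z-score of nuclear minus cytoplasmic ring GR-EGFP intensity difference per well; some compounds called inactive have numbers as strong as hits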
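medium = tetracycline-free induction medium containing charcoal-stripped FBS | probe or stimulus = dexamethasone, 1.0 µM final | timing = 48 h induction, then 1 h compound, then 30 min agonist, 37 °C | detection = automated 10x imaging of fixed Hoechst-stained cells | read-out basis = nuclear versus cytoplasmic GR-EGFP signal, averaged per well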
Ins promoter up = MIN6 insulin promoter up-regulation. MIN6 insulin promoter-GFP reporter, high-content imaging; active compounds read high. z-score at 5 µM. actives 0.3% (n = 190,000). AID 1625;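 active = z-score above 3 at 5 µM with at least 500 cells counted in the well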
Yfh1-off respiration = enhancers of respiration in Yfh1-depleted yeast, dose response, Friedreich's ataxia, plus single-dose screen (AID 1465). fold induction at 50 µM; hits with a dose series show EC50 in µM. actives 0.074% (n = 220,000). S. cerevisiae Yfh1-off respiration, WST-1 reduction, 72 h; higher fold induction means a stronger effect;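 active = fold induction of absorbance versus untreated yeast above a set limit, then at least 30% activation at any dose in follow-up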;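 also: activators that raise dye reduction in frataxin-depleted yeast; strong numbers were not always called active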
WT yeast gro inh mutant strain = also measured in WT yeast gro inh; calls as there; inhibition, %; mitochondrial fusion phenotypic screen, mutant strain inhibition
Dynein cargo inh cytoplasmic EGFP = recorded beside Dynein cargo inh, whose call it bears; z-score; measured here: cytoplasmic GR-EGFP intensity; active compounds read high
Dynein cargo inh nuclear GR-EGFP = recorded beside Dynein cargo inh, whose call it bears; z-score; measured here: nuclear GR-EGFP intensity;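 lower value marks the stronger effect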
Dynein cargo inh cell count = second read-out of Dynein cargo inh, no call of its own (marks repeat the call); z-score; measured here: cell count per field
Ins promoter up cell count = recorded beside Ins promoter up, whose call it bears; cell count; measured here: cytotoxicity, nuclei count;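 total cells summed across four imaged fields per well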
Lipid droplet cells 6.5 µM = recorded beside Lipid droplet, whose call it bears; cell count; measured here: cell count, cytotoxicity flag;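 cells counted across two imaged fields per well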
b-catenin transl cell count 5 µM = recorded beside b-catenin transl, whose call it bears; cell count; measured here: cell count, cytotoxicity flag
MT stabilize HCS Hoechst-high % = recorded beside MT stabilize HCS, whose call it bears; % Hoechst-high responders; measured here: nuclear condensation Hoechst responders;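 share of cells brighter than vehicle mean plus two SD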
MT stabilize HCS cytotoxicity % = second read-out of MT stabilize HCS, no call of its own (marks repeat the call); toxicity, %; measured here: cytotoxicity by cell density;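 0% = mean cell density of plate MIN control wells and 100% = no cells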
Autophagy HCS cell loss 18 h = recorded beside Autophagy HCS, whose call it bears; toxicity, %; measured here: cell loss, nuclei count;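 cell loss after 18 h compound exposure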
An asterisk follows results filed as active; i = inactive; x = no result given. A portion of the library; rates above refer to the full screens.

SMILES | b-catenin transl | b-catenin transl cell count 5 µM | WT yeast gro inh | WT yeast gro inh mutant strain | NOD2 inhibition | Lipid droplet | Lipid droplet cells 6.5 µM | Autophagy HCS | Autophagy HCS cell loss 18 h | MT stabilize HCS | MT stabilize HCS Hoechst-high % | MT stabilize HCS cytotoxicity % | Dynein cargo inh | Dynein cargo inh cytoplasmic EGFP | Dynein cargo inh nuclear GR-EGFP | Dynein cargo inh cell count | Ins promoter up | Ins promoter up cell count | Yfh1-off respiration
O=C(O)C1CCN(C(=O)COc2ccc(Br)cc2)CC1 | -1.9 | 1048 | -6 | 0 | 17% | 27 | 693 | i | 24 | 7.1 | 1.5 | 7.2 | 0.25 | -0.33 | 0.39 | -0.17 | -0.01 | 1283 | i
O=C(CNS(=O)(=O)c1ccc(Cl)cc1)OCC(=O)N1CCCc2ccccc21 | -3.0 | 1091 | -13 | 10 | 7% | 8 | 672 | i | -30 | 2.9 | 3.1 | 6.3 | -0.22 | -0.18 | -0.26 | 0.81 | -0.44 | 1627 | i
CCOCC(=O)Nc1c(C(=O)Nc2ccccc2OC)oc2ccccc12 | -2.5 | 1415 | -2 | 1 | -32% | x | x | i | 13 | 6.7 | 7.1 | 11 | 2.3 | -0.15 | 1.3 | -1.6 | -0.57 | 1113 | i
N/C(=N\OC(=O)c1ccc(F)cc1)c1ccccc1 | 1.4 | 1318 | -10 | -15 | -120% | x | x | i | -4 | 1.4 | 1.6 | 4.6 | 0.057 | -0.17 | -0.22 | -0.22 | 0.37 | 1519 | x
COc1ccccc1C(=O)Nc1nnc(-c2ccc(Cl)cc2)o1 | 1.5 | 1084 | 29 | 14 | -3% | -10 | 684 | x | x | x | x | x | 0.29 | -0.66 | 0.58 | -0.39 | 0.29 | 932 | i
COc1cccc(C2C(C#N)=C(N)SC(c3ccccc3)C2[N+](=O)[O-])c1 (stereo not drawn) | 2.5 | 913 | 37 | 14 | -20% | -4 | 611 | i | 16 | 5.3 | 1.7 | 8.6 | 1.6 | -0.34 | 1.2 | -0.76 | 0.69 | 1736 | i
CCC(CC)NC(=O)CO/N=C/c1ccc(Cl)cc1Cl | -1.0 | 1088 | 2 | 23 | 2% | 1 | 668 | i | 7 | 9.2 | 2.5 | 6.2 | -0.77 | 0.084 | 0.018 | 0.64 | -0.25 | 1277 | i
COCc1cc(=O)n2[nH]c(C(C)(C)C)cc2n1 | -0.2 | 1262 | x | x | 15% | -16 | 705 | x | x | x | x | x | -0.56 | -0.24 | -0.41 | -0.58 | -0.74 | 1109 | i
O=C(NCc1ccco1)c1ccccc1NS(=O)(=O)c1ccc(Cl)s1 | -2.4 | 1292 | 44 | 44 | 23% | -10 | 793 | i | -4 | 1.5 | 0.9 | 6.7 | -0.32 | -0.12 | 0.14 | -0.84 | -0.15 | 904 | i
O=C(Cc1ccc([N+](=O)[O-])cc1)N/N=C/c1ccc([N+](=O)[O-])o1 | -0.1 | 1001 | 5 | 1 | 33% | 0 | 643 | i | 18 | 1.8 | 1.3 | 6.9 | -1.4 | -0.15 | -0.74 | 0.86 | -0.79 | 1473 | i
Cc1cc2nc(C3CCN(C(=S)NCCCOC(C)C)CC3)[nH]c2cc1C | -0.1 | 1504 | 1 | -11 | 12% | 5 | 665 | i | 6 | 4.3 | 2.2 | 7.2 | -0.64 | -0.26 | -0.19 | 0.5 | -0.04 | 1573 | i
CCN(CC)S(=O)(=O)c1cc(F)ccc1OC | -2.9 | 1184 | 22 | 11 | -1% | -4 | 736 | i | -3 | 3.1 | 1.4 | 5.5 | 0.47 | -0.18 | -0.1 | -1.1 | x | x | i
Cc1cccc(C=Nc2ccc3c4c(cccc24)CC3)c1O | 1.2 | 1124 | 9 | 12 | 0% | 1 | 667 | i | 19 | 4.4 | 2.4 | 5.9 | 1.5 | 0.18 | 0.62 | -1.2 | 0.11 | 1519 | i
CS(=O)(=O)c1ccc(C(=O)NC2CCCc3ccccc32)cc1 (stereo not drawn) | 0.3 | 1090 | 0 | 10 | -10% | 3 | 683 | i | -2 | 4.9 | 3.2 | 6.0 | -0.29 | -0.31 | 0.098 | 1.3 | 0.41 | 1113 | i
COc1ccc(C2Nc3ccccc3C(=O)N2Cc2ccccc2)cc1CN1CCOCC1 (stereo not drawn) | 1.5 | 1317 | x | x | -2% | 1 | 749 | x | x | x | x | x | 1.2 | -0.072 | 0.65 | -2.1 | -1.2 | 1456 | i
C/C(=N\NC(=O)CNC(=O)c1ccc2c(c1)OCCO2)c1ccco1 | -0.7 | 1356 | x | x | 10% | 14 | 720 | x | x | x | x | x | -0.77 | -0.26 | -0.38 | 1.2 | 0.32 | 1119 | i
Cc1cccc(N2CN(Cc3cccnc3)CNC2=S)c1C | 2.3 | 1033 | 4 | -5 | 13% | 9 | 670 | i | 1 | 1.4 | 2.4 | 3.5 | -0.11 | -0.17 | -0.062 | 0.52 | -0.19 | 1474 | i
N#Cc1ccc(OCC(=O)NC2=NCCS2)cc1 | -1.5 | 1125 | -25 | 10 | 5% | 7 | 715 | i | -5 | 2.7 | 2.1 | 8.5 | 0.27 | 0.046 | 0.48 | -0.39 | -0.21 | 1341 | i
Cc1csc(Nc2ccccc2C(F)(F)F)n1 | 2.9 | 1301 | -28 | -45 | -4% | x | x | i | -1 | 1.5 | 1.7 | 10 | -0.62 | -0.2 | -1 | -0.037 | -0.03 | 1572 | i
O=C(CNC(=O)c1ccccc1Cl)Nc1ccc(F)cc1 | 0.1 | 1174 | -5 | 7 | 6% | -1 | 618 | i | -6 | 2.4 | 2.7 | 5.6 | -0.52 | -0.27 | -0.46 | 0.51 | -0.09 | 1422 | i
Cc1cc(C)c(S(=O)(=O)N2CCN(CCN3C(=O)c4cccc5cccc(c45)C3=O)CC2)cc1[N+](=O)[O-] | -0.1 | 594 | 21 | -3 | 20% | -7 | 757 | i | 7 | 3.2 | 2.5 | 0.6 | 1 | -0.13 | 1.7 | -1.1 | -0.89 | 1218 | i
O=C(Nc1ccc2cn[nH]c2c1)c1ccc(Cl)c(S(=O)(=O)N2CCOCC2)c1 | 2.4 | 948 | -9 | -1 | -4% | -28 | 628 | i | -1 | 5.1 | 2.7 | 6.0 | -1.3 | -0.18 | -0.91 | 0.28 | -0.83 | 1326 | i
Cc1ccc(S(=O)(=O)N(CC(=O)N2CCCC2)C2CCCCC2)cc1 | -1.2 | 1230 | 1 | -5 | 19% | 12 | 747 | i | -11 | 7.7 | 2.1 | 5.6 | 1.4 | -0.22 | 0.86 | -0.76 | x | x | i
Cn1c(C(=O)NCCN2CCN(Cc3ccccc3)CC2)cc2c(=O)n(C)c3ccccc3c21 | 0.1 | 1106 | -1 | 2 | -22% | 2 | 629 | x | x | x | x | x | 1.1 | -0.7 | 1.1 | -1 | 0.53 | 676 | i
CC(C)(C)NC(=S)NCc1cccnc1 | x | x | -23 | -2 | -7% | x | x | i | 8 | 2.5 | 1.2 | 6.0 | 2.7 | -0.15 | 0.97 | -1.9 | x | x | i

(list continues)
SMILES | b-catenin transl | b-catenin transl cell count 5 µM | WT yeast gro inh | WT yeast gro inh mutant strain | NOD2 inhibition | Lipid droplet | Lipid droplet cells 6.5 µM | Autophagy HCS | Autophagy HCS cell loss 18 h | MT stabilize HCS | MT stabilize HCS Hoechst-high % | MT stabilize HCS cytotoxicity % | Dynein cargo inh | Dynein cargo inh cytoplasmic EGFP | Dynein cargo inh nuclear GR-EGFP | Dynein cargo inh cell count | Ins promoter up | Ins promoter up cell count | Yfh1-off respiration
CC(C)CCn1c(Sc2nc3ccccc3s2)nc2c1c(=O)[nH]c(=O)n2C | -2.4 | 1128 | 20 | 16 | 8% | x | x | i | -1 | 2.8 | 2.4 | 6.7 | -0.83 | -0.22 | -0.25 | 1.7 | 0.38 | 1242 | i
CCc1ccc(C(=O)NC(CCSC)C(=O)O)cc1 (stereo not drawn) | -1.2 | 967 | 1 | -24 | 4% | 0 | 729 | i | -9 | 6.2 | 3.8 | 10 | 3 | 0.065 | 2.2 | -2.6 | 0.25 | 1304 | i
COc1cc2c(cc1OC)CN(Cc1cc(OC)c(O)c(OC)c1)CC2 | 0.6 | 994 | -1 | 7 | -11% | -4 | 687 | i | 20 | 2.8 | 2.5 | 8.5 | -0.16 | -0.25 | -0.48 | 0.76 | 0.36 | 1552 | i
CC(c1ccccc1F)n1cc(C(=O)NCCCc2nc3ccccc3[nH]2)nn1 (stereo not drawn) | -0.6 | 1498 | -8 | -8 | 28% | 0 | 679 | i | 1 | 2.6 | 2.7 | 11 | 0.28 | -0.39 | 0.28 | 0.15 | -0.56 | 1476 | i
CCCCC(=O)NCCc1ccc(S(N)(=O)=O)cc1 | -1.1 | 1042 | -8 | -9 | -1% | -1 | 695 | i | -7 | 4.7 | 2.3 | 7.8 | -0.42 | -0.095 | -0.44 | 0.83 | 0.24 | 1826 | i
O=C(CC1Sc2ccccc2NC1=O)NCc1cccc(Cl)c1 (stereo not drawn) | -1.2 | 1079 | -23 | -4 | 15% | -12 | 654 | i | 2 | 1.6 | 2.1 | 7.5 | 0.87 | -0.18 | 0.45 | -1.5 | -0.02 | 1680 | i

Compound activity from PubChem BioAssay.
